From PubChem BioAssay
inhibitors of VEEV: inhibitors of VEEV TC-83 cytopathic effect, confirmation, Vero cells (AID 588727); 0.13% of 350,000 active; Vero cells, VEEV TC-83 cytopathic effect inhibition; higher % means a stronger effect; inhibition, % at 20 µM; hits with a dose series show IC50 in µM; in the data active means a potency from the dose series; inconclusive means inhibition mostly from about 14% at the one dose, without a potency; inactive means the rest, 99 in 100 with inhibition below about 12%; further: strong numbers were not always called active
Salmonella PhoP GFP: Inhibition of PhoP regulon, Salmonella typhi GFP reporter cells, confirmation, 4 h (AID 1850). Salmonella Typhi PhoP-promoter GFP reporter, fluorescence, 4 h; higher % means a stronger effect. inhibition, % at 50 µM; hits with a dose series show IC50 in µM. 0.33% of 310,000 active; in the data active means a potency from the dose series; inconclusive means inhibition mostly from about 25% at the one dose, without a potency; inactive means the rest, 99 in 100 with inhibition below about 19%;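 further: 0% = induced wells with vehicle and 100% = uninduced wells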
M. tuberculosis: growth inhibition of non-replicating M. tuberculosis (AID 488890) | Mycobacterium tuberculosis non-replicating, growth inhibition; higher % means a stronger effect | one-dose inhibition, % at 25 µM; IC50 in µM for titrated hits | 0.39% of 320,000 active; in the data active means a potency from the dose series; inconclusive means inhibition mostly from about 82% at the one dose, without a potency; inactive means the rest, 99 in 100 with inhibition below about 76%;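 further: plate controls were DMSO cells for no effect and high antibiotic wells for full effect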
H1N1 NS1A inhibition: NS1A inhibition, H1N1 influenza, cell based functional assay (AID 504329); NS1A functional cell-based assay, percent inhibition; higher % means a stronger effect; one-dose inhibition, % at 12.5 µM; IC50 in µM for titrated hits; 0.3% of 340,000 active; in the data active means a potency from the dose series; inconclusive means inhibition above about 27% without an active follow-up result; further: strong numbers were not always called active
H37Rv inhibition: M. tuberculosis growth inhibition, HTS (AID 449762). inhibition, % at 25 µM; hits with a dose series show IC50 in µM. M. tuberculosis H37Rv growth inhibition, 7H9 media; higher % means a stronger effect. 0.59% of 330,000 active; in the data active means a potency from the dose series; inconclusive means inhibition above about 70% without an active follow-up result;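 further: bacterial growth assessed after seven days of incubation; strong numbers were not always called active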
inhibitors of VEEV 10K pilot screen: second read-out of inhibitors of VEEV, no call of its own (marks repeat the call); inhibition, %; measured here: 10K pilot screen inhibition
* marks the source's active call; other numbers are inactive results; i = inactive; ? = inconclusive; . = no result given.

The first 3 compounds, ahead of the listing:
SMILES	inhibitors of VEEV	Salmonella PhoP GFP	M. tuberculosis	H1N1 NS1A inhibition	H37Rv inhibition	others
O=S(=O)(c1ccc(NC(=S)NCc2cccnc2)cc1)N1CCCCC1	i	-3.9%	21.5%	1.7%	-6.0%
Cc1ccc(C(=O)NCc2nc3ccccc3[nH]2)o1	4.0%	2.5%	-2.0%	-2.9%	-12.4%
O=C(NC(Nc1ncc(S(=O)(=O)c2ccc([N+](=O)[O-])cc2)s1)(C(F)(F)F)C(F)(F)F)c1ccc(Cl)cc1	12.8%	0.1%	-1.6%	3.2%	3.6%

Results, from the first entry:
SMILES	inhibitors of VEEV	Salmonella PhoP GFP	M. tuberculosis	H1N1 NS1A inhibition	H37Rv inhibition	others
O=S(=O)(c1ccc(NC(=S)NCc2cccnc2)cc1)N1CCCCC1	i	-3.9%	21.5%	1.7%	-6.0%
Cc1ccc(C(=O)NCc2nc3ccccc3[nH]2)o1	4.0%	2.5%	-2.0%	-2.9%	-12.4%
O=C(NC(Nc1ncc(S(=O)(=O)c2ccc([N+](=O)[O-])cc2)s1)(C(F)(F)F)C(F)(F)F)c1ccc(Cl)cc1	12.8%	0.1%	-1.6%	3.2%	3.6%
Cc1cc(OCC(=O)OCC(=O)NCC2CCCO2)ccc1Cl (configuration not stated)	3.1%	.	29.1%	-1.9%	-6.2%
COc1cc2nc(N(CCCN(C)C)C(=O)c3ccc(S(=O)(=O)N(C)C4CCCCC4)cc3)sc2cc1OC	5.7%	13.3%	3.4%	4.0%	-2.3%
CCOc1ccc(NC(=S)Nc2ccc(F)cc2)cc1	0.5%	-1.8%	?	-0.9%	45.6%
CN(Cc1ccccc1)C(=O)CN1C(=O)c2ccccc2S1(=O)=O	3.5%	16.3%	-12.9%	0.0%	-0.5%
Cc1ccc(S(=O)(=O)N2c3ccccc3NC(=O)CC2C)cc1 (configuration not stated)	0.3%	-9.1%	7.2%	3.2%	6.4%
Cn1cccc1C(=O)NC(=O)COC(=O)c1cc(S(=O)(=O)N2CCCCC2)ccc1Cl	0.2%	-1.2%	-9.4%	.	-1.0%
O=C(Nc1sc2c(c1C(=O)O)CCCC2)c1ccc(Cl)cc1	1.6%	-0.8%	?	-2.7%	24.4%
CC1(C)CC(=O)C2=C(C1)N(CC1CCCO1)C(=O)C2(O)C(F)(F)F (configuration not stated)	0.5%	-6.7%	11.9%	0.6%	-13.1%
NNC(=O)c1nc(-c2ccccc2)n2c1CCCCC2	1.1%	-6.0%	8.3%	-4.0%	-1.9%
C[N+]1(C)CCC(OC(=O)C(O)(c2ccccc2)C2CCCC2)C1 (configuration not stated)	0.3%	0.7%	1.3%	-9.8%	-5.2%
O=C(NC1CC2CCCC(C1)N2)c1ccccc1 (configuration not stated)	i	-7.0%	12.4%	-0.1%	2.9%
O=C(NNC(=O)c1ccccc1-n1cccc1)c1ccc(Cl)c(Cl)c1	0.7%	0.7%	-2.4%	-1.6%	-5.4%
COCCNC(=O)C(=O)Nc1ccc2c(c1)N(S(=O)(=O)c1cccs1)CCC2	6.7%	-0.1%	-5.0%	-8.9%	-1.9%
Cc1ccc(-c2cc(C(F)F)n3ncc(C(=O)Nc4ccc(S(=O)(=O)Nc5ccccc5C)cc4)c3n2)cc1	3.0%	2.3%	-4.2%	-0.5%	0.4%
COc1ccc2c(COC(=O)c3ccc(C)c(S(=O)(=O)N4CCOCC4)c3)cc(=O)oc2c1	7.8%	.	.	3.5%	.
CCNC(=S)N(CCc1c(C)[nH]c2ccccc12)Cc1cc(OC)c(OC)c(OC)c1	8.5%	-9.4%	.	33.5%	-11.8%
NC(=O)CSc1nnc(COc2ccccc2)n1CCc1ccccc1	2.5%	-5.2%	7.8%	26.7%	-5.8%
CN(C)c1ccc(/C=C2\SC(=O)N(CCc3nnc(N)s3)C2=O)cc1	0.3%	2.8%	-2.9%	4.5%	-5.7%
CC(Sc1ccc2c(c1)OCCO2)C(=O)Nc1ccc(N2CCOCC2)cc1 (configuration not stated)	2.0%	3.2%	8.4%	-10.8%	-4.2%
Cc1ccc(NC(=O)c2ccc(CN3CCN(C)CC3)cc2)cc1Nc1nccc(-c2cccnc2)n1	28.9%	11.3%	33.4%	6.0%	31.2%
COc1ccc(S(=O)(=O)N2CCC(C(=O)NCc3ccccn3)CC2)cc1C	i	-4.6%	0.5%	9.1%	1.2%
O=S(=O)(Nn1cnnc1)c1ccccc1Cl	0.3%	-3.6%	-6.0%	-7.0%	-0.1%
O=c1[nH]c(O)c(C=Nc2ccc(Cl)cc2Cl)c(=O)[nH]1	5.9%	.	.	-0.2%	.
COc1ccc(S(=O)(=O)NCCC(=O)OCC(=O)c2ccc[nH]2)cc1[N+](=O)[O-]	0.3%	.	11.5%	-10.7%	-11.7%
CCc1ccc(Nc2ccc(S(=O)(=O)N3CCOCC3)cc2[N+](=O)[O-])cc1	1.7%	1.2%	47.3%	8.7%	-3.2%
Clc1ccc2[nH]c3c(c2c1)CNCC3	2.4%	12.4%	27.9%	4.9%	13.6%
CCN(CCCNC(=O)c1cn(CC)c2ccc(S(=O)(=O)N(C)C)cc2c1=O)c1cccc(C)c1	i	27.4%	6.9%	27.7%	-6.4%
Cc1ccc(C(=O)C(C)OC(=O)CCN=C2NS(=O)(=O)c3ccccc32)cc1 (configuration not stated)	2.0%	6.6%	-6.7%	-3.9%	-2.1%
COc1ccc(Cl)cc1NC(=S)NCCN1CCOCC1	2.0%	-2.0%	11.8%	-6.1%	-0.4%
O=C(CCc1ccccn1)N1CCCC(Nc2cccc(F)c2)C1 (configuration not stated)	i	-11.2%	8.6%	-4.0%	11.4%
COc1ccc(NC(=O)c2ccc3c(=O)n4c(nc3c2)CCCCC4)cc1	4.3%	-0.4%	56.5%	-2.5%	-0.7%
COc1ccc(CCNCc2cc3ccc(C)cc3[nH]c2=O)cc1OC	i	0.1%	4.3%	1.5%	-4.0%
Cc1oc2ccc(O)cc2c1C(=O)c1ccc(Cl)cc1	5.6%	4.3%	27.5%	-0.5%	-4.9%
CC1CCCCN1C(=O)Cn1cnc2cc([N+](=O)[O-])ccc2c1=O (configuration not stated)	i	9.1%	-2.7%	-1.8%	6.7%
CCc1cccc(CC)c1NC(=S)/C(=C(\[O-])c1ccc(Cl)s1)[n+]1ccccc1	1.2%	-0.3%	9.4%	-1.1%	-4.0%
CCOc1ccc(OCC)c(NC(=O)CCS(=O)(=O)c2ccc(Br)s2)c1	4.9%	-3.1%	-2.2%	5.4%	12.6%
O=C(Nc1ccccc1-c1ccccc1)c1ccccc1Br	i	2.1%	58.1%	-22.2%	4.8%
COc1ccc(-n2nccc2-c2nn(-c3cccc(OC)c3)c(=O)n(C)c2=O)cc1	6.3%	8.8%	5.8%	-0.9%	2.3%
COc1ccc(S(N)(=O)=O)cc1C(=O)N(C)CC(=O)Nc1ccc(N2CCOCC2)cc1	0.8%	10.4%	-12.4%	5.2%	4.2%
CC1CN(C(=O)c2cc(S(=O)(=O)N(C)c3ccc(F)cc3)ccc2Cl)CC(C)O1 (configuration not stated)	2.2%	-0.3%	10.0%	-3.1%	-1.5%
CCN1C(=O)/C(=C2\C=Cc3ccccc3N2CC)OC1=S	0.1%	-7.4%	0.0%	20.4%	-2.7%
CCOc1cc(/C=C2\N=C(C)OC2=O)cc(Br)c1OCC(=O)OC	0.5%	-10.1%	54.4%	1.6%	-0.3%
CC(C)=CCN1CCN(Cc2nc(C(C)C)cs2)CC1CCO (configuration not stated)	84.2%	-9.2%	10.3%	-18.1%	-0.3%
O=C(Cc1ccc(Br)cc1)NNC(=O)c1cccs1	0.8%	.	10.6%	-21.9%	-10.0%
CCC(C)(C)c1ccc(Oc2cccc(C(=O)O)c2)cc1	0.1%	1.4%	74.5%	-25.2%	1.0%
O=C(NCC1CCCO1)c1cccc(S(=O)(=O)N2CCCCC2)c1 (configuration not stated)	0.1%	.	.	-2.2%	.
Cn1c(SCC(=O)N2CCN(c3ccccc3)CC2)nnc1-c1cc2ccccc2o1	6.6%	2.1%	14.9%	0.6%	-7.2%

More compounds:
SMILES	inhibitors of VEEV	Salmonella PhoP GFP	M. tuberculosis	H1N1 NS1A inhibition	H37Rv inhibition	others
COc1cc(/C=C2/C(=N)N3C(=NC2=O)SN=C3S(=O)(=O)C(C)C)ccc1OC(=O)c1ccco1	1.3%	10.4%	?	0.7%	7.4%
COc1ccccc1COC(=O)c1ccc(S(=O)(=O)N2CCOCC2)cc1	2.1%	.	56.1%	-11.2%	-0.4%
O=C(O)C1C2C=CC3(CN(CC(O)COc4ccccc4)C(=O)C13)O2 (configuration not stated)	i	3.7%	13.1%	-10.6%	10.8%
O=c1[nH]ncc(N2CCN(Cc3ccccc3)CC2)c1Cl	0.7%	14.2%	-9.1%	-4.0%	-6.2%	inhibitors of VEEV 10K pilot screen=0.4
COc1ccc(CN2C(=O)c3ccccc3C2C(=O)NC2CCC(C)CC2)c(OC)c1 (configuration not stated)	i	7.2%	25.3%	-8.6%	-5.8%
CN(C(=O)c1cccnc1)c1nnc(-c2cccnc2)s1	1.4%	6.9%	-5.9%	3.2%	0.0%
O=CN(Cc1ccccc1)c1cc([N+](=O)[O-])ccc1OCc1ccccc1	2.8%	.	.	1.3%	.
CCn1c(CSc2ncccn2)nnc1SCC(=O)N1CCc2ccccc21	1.7%	-6.5%	27.6%	-4.1%	60.7%
Cc1occc1C(=O)N/N=C/c1ccc(-c2ccccc2)cc1	1.9%	9.6%	36.3%	0.9%	15.1%
CCCc1cc(C(=O)OC)c2ccccc2n1	0.9%	-1.8%	-2.4%	-5.8%	8.1%
COc1cc(C(=S)N2CCOCC2)cc(Br)c1OS(=O)(=O)c1ccccc1	0.7%	-4.9%	12.4%	-5.5%	6.4%
Fc1ccc(C2CC(c3cccs3)=NN2C(=S)Nc2ccccc2)cc1 (configuration not stated)	i	-10.0%	-11.3%	32.9%	0.8%
O=C1CSC2=NCN(c3ccccc3)CN12	0.9%	-2.6%	3.2%	6.4%	-6.6%
Fc1ccc(N2CCN(C(c3cccs3)c3nnnn3CCc3ccccc3)CC2)cc1 (configuration not stated)	i	-3.1%	16.4%	7.9%	3.3%
COc1cc(CC(=O)Nc2ncc(C)s2)cc(OC)c1OC	6.9%	7.4%	4.4%	0.3%	-9.1%
CCOC(=O)CSCC(=O)N1N=C(c2cccs2)CC1c1ccc(F)cc1 (configuration not stated)	0.2%	-6.6%	71.6%	-3.0%	62.5%
Cc1c(CCOC(=O)CC23CC4CC(CC(C4)C2)C3)sc[n+]1CC(=O)c1ccc(Br)cc1	2.4%	-0.1%	31.8%	7.4%	4.7%
Cn1c(=O)n(C)c2cc(C(=O)Nc3ccc4c(c3)OCO4)ccc21	9.2%	-2.9%	-16.2%	10.1%	-2.8%
COc1ccccc1C(CNC(=O)c1cccc(S(=O)(=O)Nc2ccc(C)cc2)c1)N1CCCC1 (configuration not stated)	0.9%	-2.2%	20.3%	5.0%	-1.7%
CCNC(=S)N1CCN(CC)CC1	0.3%	47.2%	-1.3%	3.3%	-3.9%

Quoted at random: 3 records from the list, in no set order.
SMILES	inhibitors of VEEV	Salmonella PhoP GFP	M. tuberculosis	H1N1 NS1A inhibition	H37Rv inhibition	others
CCOC(=O)CSCC(=O)N1N=C(c2cccs2)CC1c1ccc(F)cc1 (configuration not stated)	0.2%	-6.6%	71.6%	-3.0%	62.5%
Cc1c(CCOC(=O)CC23CC4CC(CC(C4)C2)C3)sc[n+]1CC(=O)c1ccc(Br)cc1	2.4%	-0.1%	31.8%	7.4%	4.7%
CCNC(=S)N1CCN(CC)CC1	0.3%	47.2%	-1.3%	3.3%	-3.9%

Next section.
SMILES	inhibitors of VEEV	Salmonella PhoP GFP	M. tuberculosis	H1N1 NS1A inhibition	H37Rv inhibition	others
COCCn1nnnc1C(c1ccccc1)N1CCN(c2ccccc2)CC1 (configuration not stated)	i	-9.1%	3.8%	-2.2%	4.1%
CCCN(C(=O)c1cccc(-n2cccc2)c1)c1c(N)n(Cc2ccccc2)c(=O)[nH]c1=O	0.6%	7.7%	6.9%	-2.5%	-2.3%
CC(C)(C)c1nn2cnnc2n(/N=C/c2cccc3ccccc23)c1=O	i	-4.9%	29.5%	-9.1%	9.4%
CC(C)(/C=N/NC(=O)CSCc1ccc(Cl)cc1)CCC#N	1.2%	0.1%	2.7%	-8.2%	46.1%
OCC[C@H]1C[C@H](O)[C@@H](O)[C@@]2(CCc3ccccc3CO2)O1	0.3%	18.5%	-3.6%	-8.8%	-5.0%
O=C(COc1ccc(/C=N/NC(=O)c2ccncc2)cc1)Nc1ccc([N+](=O)[O-])cc1	0.8%	-1.7%	57.4%	-6.5%	?
